PKM2 act – qHTS Assay for Activators of Human Muscle isoform 2 Pyruvate Kinase; Pyruvate kinase PKM (Homo sapiens), P14618; purified PKM2, Kinase-Glo ATP luminescence, activation; response scale: 0% is enzyme alone, no compound; Potency, µM (doses to about 57.5 µM), inactives show top-dose activation, most hits filed as activators; 0.34% of 260,000 active; AID 1631, 2009; also: potency is read from the fitted curve at half-maximal effect; % is scaled to controls: 0 for no effect and ±100 for the full control effect; nearly all actives have a fitted effect of over 55% in size
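hPK-M2, >95% pure; 0.1 mM ADP / 0.5 mM PEP final; imidazole pH7.2 buffer w/ 7 mM MgCl2, 50 mM KCl; 1 h RT; Kinase-Glo lum. Intermediate enzyme activity for dual inhibitor/activator qHTS.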
TSHR antag – Antagonists of the Thyroid Stimulating Hormone Receptor: HTS campaign. Thyrotropin receptor (Homo sapiens), P16473. TSHR-expressing cells, TSH-stimulated cAMP HTRF, 2 h; stronger effect = lower value. activity change, negative = inhibition, % at 11.5 µM. 0.2% of 330,000 active. AID 504810, 2011;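 active = activity change below a set negative limit, meaning inhibition stronger than a set level, cut at about -70% in these data; inconclusive = activity change between two set negative limits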; also: % is scaled to controls: 0 for no effect and ±100 for the full control effect
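Cell-based HTRF cAMP assay; TSHR cells + compound, TSH EC80 (4nM final), 2 h, 37 deg C. Lysis with anti-cAMP cryptate and cAMP-d2, 30 min RT, read 665/620 nm.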
USP2a inh – qHTS Assay for Inhibitors of Ubiquitin-specific Protease USP2a Using CHOP2 as the Reporter. Ubiquitin carboxyl-terminal hydrolase 2 (Homo sapiens), O75604. USP2 core, Ub-CHOP2 coupled fluorogenic reporter, 485/531. Potency, µM (doses to about 38.3 µM), without a hit: at the top dose activity change, negative = inhibition, most hits filed as inhibitors. 0.01% of 330,000 active. AID 463254, 2010;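 also: potency is read from the fitted curve at half-maximal effect; plate controls were DMSO wells for no effect and full inhibition by NEM control for full effect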
Target sequence (O75604 whole entry, looked up): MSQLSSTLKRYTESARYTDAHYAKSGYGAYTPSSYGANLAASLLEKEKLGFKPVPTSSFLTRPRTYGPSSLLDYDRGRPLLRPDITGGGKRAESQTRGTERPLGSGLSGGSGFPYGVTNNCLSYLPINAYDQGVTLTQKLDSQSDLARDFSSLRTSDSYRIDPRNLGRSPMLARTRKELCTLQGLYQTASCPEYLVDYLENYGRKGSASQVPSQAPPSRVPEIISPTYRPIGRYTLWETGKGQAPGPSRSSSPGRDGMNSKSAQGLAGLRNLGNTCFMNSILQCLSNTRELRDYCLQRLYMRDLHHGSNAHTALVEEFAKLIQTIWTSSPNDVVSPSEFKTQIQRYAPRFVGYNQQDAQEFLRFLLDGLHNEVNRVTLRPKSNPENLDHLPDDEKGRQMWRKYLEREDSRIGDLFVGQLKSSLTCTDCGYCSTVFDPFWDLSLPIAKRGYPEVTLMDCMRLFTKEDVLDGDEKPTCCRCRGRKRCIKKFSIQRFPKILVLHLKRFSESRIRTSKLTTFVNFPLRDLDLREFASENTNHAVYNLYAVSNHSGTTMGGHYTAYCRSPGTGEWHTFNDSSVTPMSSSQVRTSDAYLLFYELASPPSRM
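Cell-free coupled assay: 10nM USP2 core preincubated 30min RT with compound in Tris-HCl pH 8.0/CaCl2/CHAPS buffer, then 25nM Ub-CHOP2 and 25nM reporter substrate; fluorescence (Ex 485/Em 531) read after 60min RT, normalized to NEM inhibition, concentration-response curves fitted.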
GALK inh – qHTS Assay for Inhibitors of Human Galactokinase (GALK); P51570; Purified GALK, Kinase-Glo residual ATP luminescence; Potency, µM (series often up to 57.5 µM), for inactives: at the highest dose activity change, negative = inhibition, usual class: inhibitors; 0.007% of 270,000 active; AID 1868, 2009; also: potency is read from the fitted curve at half-maximal effect; % is scaled to controls: 0 for no effect and ±100 for the full control effect
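Quantitative HTS: GALK 5 nM, ATP 35 uM, galactose 100 uM, 1 h room temperature, then luciferase-based ATP detection.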
BCR signal inh – qHTS Assay to Find Inhibitors of Chronic Active B-Cell Receptor Signaling | ABC-DLBCL IkBa-CBG/CBR reporter, luminescence ratio, 4 h | Potency, µM (highest dose often 46.1 µM), for the others: at the highest dose ratio change, negative = lower green/red ratio, usual class: inhibitors | 0.05% of 340,000 active; active = well fitted inhibition curve with a large enough effect in the signal ratio, with a control signal flat, not every such curve was filed as active; inconclusive = small, poorly fitted or top-dose-only effect, or effect the other way, or a change in a side signal; the % refers to the signal ratio;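 also: potency is read from the fitted curve at half-maximal effect; plate controls were basal doxycycline-induced cells for no effect and cells given 10 µM MG132 for full effect; MG132 reads +100%, hits lower the ratio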
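TMD8 ABC-DLBCL cells carrying doxycycline-inducible green luciferase fused to IkappaBalpha plus unfused red luciferase were exposed to compounds (up to 46 uM) for 4 hrs at 37C. Activity came from the overlap-corrected green/red luminescence ratio.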
S-ASM inh – Inhibitors of Secretory Acid Sphingomyelinase (S-ASM): qHTS | Sphingomyelin phosphodiesterase (Homo sapiens), P17405 | placental ASM, HMU-PC fluorogenic substrate, 60 min | Potency, µM (series often up to 57.5 µM), for the others: at the highest dose activity change, negative = inhibition, most hits filed as inhibitors | 0.006% of 340,000 active; also: potency is read from the fitted curve at half-maximal effect
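Fluorogenic HMU-PC substrate (9 uM final) is turned over by placental ASM in 60 min at 37 C after a 10 min compound preincubation. Reaction ended by alkaline stop (pH 10), with fluorescence read at 386/447 nm.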
KCNH2 WT inh – qHTS for Inhibitors of KCHN2 3.1: Wildtype qHTS; activity change, % at 1.84 µM; Voltage-gated inwardly rectifying potassium channel KCNH2 (Homo sapiens), Q12809; U2OS, BacMam KCNH2, thallium flux FluxOr; stronger effect = lower value; 0.37% of 340,000 active;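 active = maximum activity change below -70%; inconclusive = maximum activity change between -70% and -50%; inactive = maximum activity change above -50%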; also: % is scaled to controls: 0 for no effect and ±100 for the full control effect
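U2OS cells transduced with wild-type KCNH2 virus are loaded with FluxOr dye for 45 min, and thallium flux is measured in kinetic reads before and after stimulation buffer. Rate constants are normalized to DMSO controls.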
Mito fusion act – qHTS Assay for Small Molecule Inhibitors of Mitochondrial Division or Activators of Mitochondrial Fusion; S. cerevisiae fusion-defective mutant growth rescue, CellTiterGlo 48 h; Potency, µM (doses to about 46.1 µM), inactives show at the top dose growth rescue (activation), usual class: activators; 0.23% of 320,000 active;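 also: potency is read from the fitted curve at half-maximal effect; % of control where 0% means no effect; nearly all actives have a fitted effect of over 45% in size; temperature-sensitive fusion mutants such as fzo1-1 at 37 °C on non-fermentable ethanol glycerol medium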
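Luminescent cell viability in 1536-well qHTS format served as the measure of rescued growth in ts fusion-mutant S. cerevisiae cultured on non-fermentable YPEG for 48 hours at 37C.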
Eya2 inh – qHTS Assay for Inhibitors of the Phosphatase Activity of Eya2. Potency, µM (doses to about 76.9 µM), without a hit: top-dose activity, negative = inhibition, usual class: inhibitors. recombinant Eya2, OMFP fluorescence dephosphorylation (OMFP is methylfluorescein phosphate). Protein phosphatase EYA2 (Homo sapiens), O00167. 0.006% of 330,000 active; also: potency is read from the fitted curve at half-maximal effect; % is scaled to controls: 0 for no effect and ±100 for the full control effect
Target sequence (O00167 whole entry, looked up): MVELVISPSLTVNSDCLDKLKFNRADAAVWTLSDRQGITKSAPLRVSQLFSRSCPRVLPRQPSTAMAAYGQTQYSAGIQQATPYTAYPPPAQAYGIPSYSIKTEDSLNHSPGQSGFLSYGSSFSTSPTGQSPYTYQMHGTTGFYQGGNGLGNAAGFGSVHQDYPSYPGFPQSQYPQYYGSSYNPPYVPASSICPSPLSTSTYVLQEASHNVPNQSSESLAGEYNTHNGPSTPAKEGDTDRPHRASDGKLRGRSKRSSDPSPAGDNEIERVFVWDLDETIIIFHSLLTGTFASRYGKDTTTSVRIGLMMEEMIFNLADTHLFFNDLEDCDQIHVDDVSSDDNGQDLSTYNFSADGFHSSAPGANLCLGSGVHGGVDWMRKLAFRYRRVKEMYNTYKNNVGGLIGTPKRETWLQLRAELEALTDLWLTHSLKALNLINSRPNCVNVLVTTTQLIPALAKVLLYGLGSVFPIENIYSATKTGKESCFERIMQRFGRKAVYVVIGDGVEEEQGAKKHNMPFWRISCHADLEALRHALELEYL
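Eya2 protein (added as 0.2 uM solution) was preincubated with compound for 10 min at ambient temperature in 50 mM HEPES pH 7.5, 50 mM NaCl, 5 uM MgCl2, 0.05% BSA, 1 mM DTT. OMFP (added at 50 uM) then reacted 10 min; fluorescence read at 485/525 nm.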
Menin-MLL TR inh – qHTS Assay for Inhibitors Targeting the Menin-MLL Interaction in MLL Related Leukemias: Competition With Texas Red Labeled MLL-derived Mutant Peptide; Menin + Texas Red MLL mutant peptide, fluorescence polarization; Potency, µM (titrated, usually from 61.6 µM), for inactives: top-dose FP activity change, negative = inhibition, hits mostly inhibitors; 0.23% of 270,000 active; active = well fitted inhibition curve with a large enough effect in the polarisation, with a control signal flat, not every such curve was filed as active; inconclusive = small, poorly fitted or top-dose-only effect, or effect the other way, or a change in a side signal; inactive = no such curve, though single readings can be large or run the other way; the % refers to the polarisation; also: potency is read from the fitted curve at half-maximal effect; % of control where 0% means no effect; many of its hits are not listed in these tables
MBNL1 CUG block – qHTS Assay for Inhibitors of MBNL1-poly(CUG) RNA binding | Muscleblind-like protein 1 (Homo sapiens), Q9NR56 | TR-FRET MBNL1-His/biotin-(CUG)12 binding, 665/545 ratio | Potency, µM (highest dose often 57.5 µM), for inactives: at the highest dose activity change, negative = inhibition, hits mostly inhibitors | 0.036% of 280,000 active; active = well fitted inhibition curve with a large enough effect in the signal ratio, with a control signal flat, not every such curve was filed as active; inconclusive = small, poorly fitted or top-dose-only effect, or effect the other way, or a change in a side signal; inactive = no such curve, though single readings can be large or run the other way; the % refers to the signal ratio; also: potency is read from the fitted curve at half-maximal effect; % is scaled to controls: 0 for no effect and ±100 for the full control effect
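Compound titration spanned 92 nM–58 uM against the MBNL1-His/biotin-(CUG)12 complex. After 60 min at room temperature with 5 nM streptavidin-XL665 and 0.055 ng/ul terbium anti-His, ratiometric 665/545 nm emission (Ex 340 nm) normalized to controls.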
The depositor's hits bear a star; [ ] = another dose, or the depositor's remark. Unless noted, calls follow the shape of the dose curve; as a rule, active = well fitted curve in the direction sought with a large enough effect; inconclusive = small, poorly fitted or top-dose-only effect, or another doubt; inactive = no such curve, though single readings can be large; an effect the other way counts as inactive or inconclusive. Not all compounds are listed. The share of hits here may be higher or lower than overall.

COc1c(O)c(=O)n2c3ccccc3c3ccnc1c32 was read as TSHR antag 27, USP2a inh -3%, BCR signal inh -5%, S-ASM inh 0%, KCNH2 WT inh -1, Mito fusion act -7% and Eya2 inh -28%.
O=C(OCCC1Oc2cccnc2NC1=O)c1ccc([N+](=O)[O-])cc1 (stereo not drawn) was read as PKM2 act -5%, TSHR antag -4, USP2a inh 0%, GALK inh -1%, BCR signal inh -4%, Mito fusion act -5%, Eya2 inh 9%, Menin-MLL TR inh 0% and MBNL1 CUG block 25%.
For CC(=O)c1cccc(N(C(=O)CNC(=O)c2ccco2)C(C(=O)NC2CCCC2)c2ccncc2)c1 (stereo not drawn) the results were PKM2 act 1%, TSHR antag 1, USP2a inh 3%, GALK inh -8%, BCR signal inh 1%, S-ASM inh -1%, KCNH2 WT inh -10, Mito fusion act 1%, Eya2 inh -13%, Menin-MLL TR inh -10% and MBNL1 CUG block -1%.
`O=C(NC(=S)N1CCCCC1CO)c1cccs1` (stereo not drawn) gave TSHR antag 34, USP2a inh 1%, BCR signal inh inconclusive, S-ASM inh 4%, KCNH2 WT inh -4 and Eya2 inh -11%.
For COc1ccccc1NC(=O)CCc1c(C)[nH]c(=O)c(C#N)c1C the results were PKM2 act -3%, TSHR antag 7, USP2a inh 1%, GALK inh 0%, BCR signal inh -2%, S-ASM inh 0%, KCNH2 WT inh 12, Mito fusion act -1%, Eya2 inh -8%, Menin-MLL TR inh -7% and MBNL1 CUG block -15%.
Screening COc1ccc(NC(=O)[C@@H](NS(=O)(=O)c2cccc(Cl)c2)C(C)C)cc1S(=O)(=O)N1CCOCC1 returned USP2a inh 2%, BCR signal inh inconclusive, S-ASM inh -2%, KCNH2 WT inh -4 and Eya2 inh -4%.
O=S(=O)(c1ccccc1F)N1CCN(Cc2cc3c(cc2O)OCO3)CC1 was read as TSHR antag -7, USP2a inh 9%, BCR signal inh 0%, S-ASM inh 5%, KCNH2 WT inh -13, Mito fusion act -2% and Eya2 inh -17%.
C=CCc1cccc(/C=N/NC(=O)CCCNc2ccc(C)cc2)c1O was read as PKM2 act 21%, TSHR antag -8, USP2a inh -1%, GALK inh 0%, BCR signal inh -1%, S-ASM inh -15%, KCNH2 WT inh -1, Mito fusion act -2%, Eya2 inh -7%, Menin-MLL TR inh inconclusive and MBNL1 CUG block 2%.
Screening CC(=O)c1cccc(NC(=O)NC2CCCCC2)c1 returned PKM2 act -36%, TSHR antag -9, USP2a inh 1%, GALK inh 1%, BCR signal inh -1%, S-ASM inh 7%, KCNH2 WT inh 28, Mito fusion act 3%, Eya2 inh 4%[15.4 µM], Menin-MLL TR inh 1% and MBNL1 CUG block -4%.
CCN(CC(=O)Nc1c(F)cccc1F)C(=O)C1CCN(S(=O)(=O)c2ccc(F)cc2)CC1 was read as TSHR antag -8, USP2a inh -2%, BCR signal inh 1%, S-ASM inh 0%, KCNH2 WT inh -11, Mito fusion act -4% and Eya2 inh -4%.
CC(C)(C)NC(=O)CCN(/N=C/c1ccccc1)C1=NS(=O)(=O)c2ccccc21 was read as TSHR antag -5, USP2a inh 2%, GALK inh 0%, BCR signal inh -2%, S-ASM inh 0%, KCNH2 WT inh -5, Mito fusion act 7%, Eya2 inh -5%, Menin-MLL TR inh inconclusive and MBNL1 CUG block -1%.
COC(=O)CN(c1ccc(C)cc1)S(=O)(=O)c1ccc(F)cc1 was read as PKM2 act 6%, TSHR antag 4, USP2a inh -2%, GALK inh 1%, BCR signal inh -11%, S-ASM inh 0%, KCNH2 WT inh -7, Mito fusion act 9%, Eya2 inh -8%, Menin-MLL TR inh -9% and MBNL1 CUG block -3%.
Screening CSCC[C@H](NC(=O)OC(C)(C)C)c1nnc(SCC(=O)N(C)C)o1 returned PKM2 act 0%, TSHR antag 7, USP2a inh 2%, GALK inh 11%, BCR signal inh 0%, S-ASM inh 3%, KCNH2 WT inh -5, Mito fusion act 0%, Eya2 inh 4%, Menin-MLL TR inh -1% and MBNL1 CUG block -8%.
Screening CCCCN1CC(C(=O)NCc2ccc(C)cc2)CC1=O (stereo not drawn) returned PKM2 act -3%, TSHR antag 3, USP2a inh 5%, GALK inh -1%, BCR signal inh inconclusive, S-ASM inh 3%, KCNH2 WT inh 6, Mito fusion act -3%, Eya2 inh 6%, Menin-MLL TR inh 7% and MBNL1 CUG block -13%.
For CCN(C(=O)C(C)OC(=O)CCCNC(=O)c1ccc(Cl)cc1)c1ccccc1 (stereo not drawn) the results were TSHR antag 2, USP2a inh -1%, BCR signal inh 15%, S-ASM inh 2%, KCNH2 WT inh -2, Mito fusion act -6% and Eya2 inh 12%.
For Cc1ccsc1CN(C(=O)c1ccccc1)C1CCS(=O)(=O)C1 (stereo not drawn) the results were PKM2 act -2%, TSHR antag -12, USP2a inh -1%, GALK inh -6%, BCR signal inh 0%, S-ASM inh 6%, KCNH2 WT inh -6, Mito fusion act 3%, Eya2 inh 8% and MBNL1 CUG block -4%.
`O=C(O)C1=C[C@H](c2ccc(Br)cc2)C[C@H](OCCCCO)O1` gave PKM2 act 0%, TSHR antag 4, USP2a inh 3%, GALK inh 2%, BCR signal inh 2%, S-ASM inh -1%, Mito fusion act -2%, Eya2 inh 0%, Menin-MLL TR inh -21% and MBNL1 CUG block -8%.
For O=C(CNS(=O)(=O)c1ccc(Br)s1)NCCc1ccc(Cl)cc1 the results were PKM2 act -4%, TSHR antag 46, USP2a inh -1%, GALK inh -1%, BCR signal inh 2%, S-ASM inh 0%, KCNH2 WT inh -1, Mito fusion act 4%, Eya2 inh 20%, Menin-MLL TR inh -8% and MBNL1 CUG block 4%.
For CCOC(=O)C1CCN(C(=O)CN2C(=O)NC3(CCCCC3)C2=O)CC1 the results were TSHR antag 10, USP2a inh 1%, BCR signal inh 0%, S-ASM inh 9%, KCNH2 WT inh -18, Mito fusion act -4% and Eya2 inh 7%.
O=C(O)C1C2CCC(O2)C1C(=O)Nc1ccc(F)c(Cl)c1 (stereo not drawn) was read as PKM2 act 2%, TSHR antag -8, USP2a inh 0%, GALK inh 4%, BCR signal inh 2%, S-ASM inh -2%, KCNH2 WT inh -4, Mito fusion act 3%, Eya2 inh 6%, Menin-MLL TR inh -4% and MBNL1 CUG block 4%.
Cc1nc2ncnn2c(C)c1Cc1ccccc1Cl was read as PKM2 act 1%, TSHR antag -11, USP2a inh -1%, GALK inh 3%, BCR signal inh inconclusive, S-ASM inh -1%, KCNH2 WT inh -12, Mito fusion act 6%, Eya2 inh -25%, Menin-MLL TR inh 4% and MBNL1 CUG block -8%.
Screening COc1ccc(NC(=O)N2CCCC(CCC(=O)N(C)CCc3ccccn3)C2)cc1 (stereo not drawn) returned PKM2 act 3%, TSHR antag 25, USP2a inh -1%, GALK inh 0%, BCR signal inh -8%, S-ASM inh 1%, KCNH2 WT inh -4, Mito fusion act 17%, Eya2 inh 2%, Menin-MLL TR inh 1% and MBNL1 CUG block -2%.
Screening O=C(Nc1c(-c2ccccc2)nc2ccccn12)c1cccc(F)c1 returned TSHR antag -2, USP2a inh 0%, GALK inh -5%, BCR signal inh 0%, S-ASM inh 0%, KCNH2 WT inh 8, Mito fusion act -5%, Eya2 inh 2%, Menin-MLL TR inh 15% and MBNL1 CUG block 0%.
